High-throughput results (PubChem BioAssay)
PG9 binder – binders of HIV-1 gp120 antibody PG9, primary screen, biochemical, TR-FRET. HIV-1 gp120 / PG9 antibody interaction. TR-FRET gp120-PG9 antibody binding. inhibition, % at 6.7 µM. hit rate 0.43% among 360,000. AID 624416, 2012; in the data active = inhibition above about 8.5%
DAX1 inh-1 – DAX1 (NR0B1) inhibitors, primary screen, cell-based, HEK293, Gal4-DAX1, luciferase luminescence; HEK293 Gal4-DAX1 luciferase reporter; inhibition, % at 6.75 µM; hit rate 0.99% among 340,000; AID 504766, 2011;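 active = inhibition above the mean over all tested compounds plus 3 SD, cut at about 4.2% in these data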;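 also: 0% = DAX1-transfected cells with DMSO and 100% = empty-vector control cells with DMSO; inhibition shows as a rise in luminescence from relieved DAX1 repression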
Target sequence (P51843 207-470 limits assumed): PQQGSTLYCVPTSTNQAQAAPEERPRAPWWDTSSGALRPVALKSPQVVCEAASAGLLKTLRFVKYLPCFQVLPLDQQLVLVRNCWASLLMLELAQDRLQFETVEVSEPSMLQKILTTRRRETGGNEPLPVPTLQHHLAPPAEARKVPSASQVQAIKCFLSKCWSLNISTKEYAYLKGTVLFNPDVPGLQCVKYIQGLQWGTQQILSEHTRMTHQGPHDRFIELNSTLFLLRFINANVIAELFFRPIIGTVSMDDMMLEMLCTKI
SMARCA2 activ – SMARCA2 (BRM) function activators, primary screen, cell-based, luminescence, high throughput. activation, % at 9.1 µM. hit rate 1% among 370,000. MG213 cells, MMTV-luciferase reporter, dexamethasone, overnight; in the data active = activation above about 7.8%;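 also: 0% = vehicle wells and 100% = reference activator wells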
GAA850 FXN act – FXN promoter activators, primary screen, cell-based, luciferase luminescence, HEK293 lucGAA850 | HEK293 lucGAA850 FXN promoter luciferase reporter, 24 h; percent of 10 µM SAHA response | activation, % at 6 µM | hit rate 0.56% among 360,000 | AID 540364, 2011;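 active = activation above the average of all compounds screened plus 3 SD, cutoff fixed separately per campaign, cut at about 7.5% in these data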;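 also: 0% = DMSO wells and 100% = 10 µM SAHA wells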
PLCb3 inh – human PLC-beta3 inhibitors, primary screen, biochemical, fluorescence | 1-phosphatidylinositol 4,5-bisphosphate phosphodiesterase beta-3 (Homo sapiens), Q01970 | Purified PLC-beta3, fluorogenic substrate | inhibition, % at 12.2 µM | hit rate 0.18% among 370,000; in the data active = inhibition above about 11%;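 also: 0% = median of compound wells on plate and 100% = full blocker control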
hcDAF12 agonist – H. contortus DAF-12 nuclear receptor activators, primary screen, cell-based, luminescence, HEK293, lit1-tk-luc reporter; HEK293 hcDAF-12 lit1-tk-luc reporter; 0% DMSO, 100% Δ7-dafachronic acid; activation, % at 6.8 µM; hit rate 1.4% among 370,000; AID 652067, 2013;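 active = activation above the mean of all tested compounds plus 3 SD, cut at about 5.5% in these data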;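 also: 100% = response to 3 µM Δ7-dafachronic acid high control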
hgDAF12 agonist – H. glycines DAF-12 receptor agonists, primary screen, cell-based, luminescence, HEK293, GAL4 fusion, UAS-luciferase; Nuclear hormone receptor DAF-12 (Heterodera glycines), GAL4 fusion; HEK293 GAL4-hgDAF12 UAS-luciferase reporter, agonist luminescence; normalized to butyrate control; activation, % at 6.8 µM; hit rate 1.8% among 370,000; AID 687014, 2013;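 active = activation above a cutoff set at the mean of all screened compounds plus 3 SD, cut at about 10% in these data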;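 also: 0% = DMSO wells and 100% = sodium butyrate wells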
DAX1 inh-2 – DAX1 (NR0B1) inhibitors on StAR promoter, primary screen, cell-based, luminescence, SF-1 (NR5A1), full-length DAX-1. HEK293T StAR-luciferase reporter, SF-1/DAX-1 repression relief. inhibition, % at 6.8 µM. hit rate 1.1% among 370,000. AID 652010, 2013;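 active = inhibition above the mean over all tested compounds plus 3 SD, cut at about 3.6% in these data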;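 also: 0% = DAX-1 cells with DMSO and 100% = cells lacking DAX-1 with DMSO; higher inhibition means more luminescence from relief of DAX-1 repression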
sPLA2-III inh – human group III sPLA2 inhibitors, primary screen, biochemical, QFRET, BODIPY PC-A2 liposome substrate | Group 3 secretory phospholipase A2 (Homo sapiens), Q9NZ20 | QFRET BODIPY PC-A2 liposome hydrolysis, fluorescence | inhibition, % at 12.2 µM | hit rate 0.56% among 370,000 | AID 743126, 2013;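 active = inhibition above mean plus 3 SD of compounds lying within the high and low control bounds, cut at about 19% in these data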;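 also: 0% = median of test compound wells and 100% = no enzyme DMSO wells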
Target sequence (Q9NZ20 whole entry, looked up): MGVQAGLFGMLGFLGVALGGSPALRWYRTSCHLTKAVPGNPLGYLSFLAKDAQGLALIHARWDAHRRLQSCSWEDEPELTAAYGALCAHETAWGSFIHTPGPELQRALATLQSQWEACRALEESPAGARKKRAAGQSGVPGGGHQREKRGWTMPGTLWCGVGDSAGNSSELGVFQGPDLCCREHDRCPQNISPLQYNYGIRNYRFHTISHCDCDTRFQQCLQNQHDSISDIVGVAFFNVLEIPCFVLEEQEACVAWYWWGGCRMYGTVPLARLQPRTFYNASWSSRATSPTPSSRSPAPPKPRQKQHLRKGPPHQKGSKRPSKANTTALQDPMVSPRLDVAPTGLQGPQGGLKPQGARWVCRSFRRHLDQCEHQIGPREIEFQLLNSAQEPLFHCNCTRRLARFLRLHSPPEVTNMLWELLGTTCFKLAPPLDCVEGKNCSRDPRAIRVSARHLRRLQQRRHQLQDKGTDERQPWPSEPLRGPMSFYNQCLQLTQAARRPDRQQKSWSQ
ssDAF-12 act – S. stercoralis DAF-12 nuclear receptor activators, primary screen, cell-based, luminescence, HEK293, GRIP1 co-expression, lit1-tk-luc. Nuclear hormone receptor DAF-12 (Strongyloides stercoralis). HEK293 ssDAF-12/GRIP1 lit1-tk-luc reporter; % of 3 µM dafachronic acid response. activation, % at 6.8 µM. hit rate 1% among 370,000. AID 652126, 2013;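 active = activation above the mean over all tested compounds plus 3 SD, cut at about 0.9% in these data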;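 also: 0% = DMSO-only wells and 100% = 3 µM delta7-dafachronic acid wells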
Rev-erbA mod – modulators of Rev-erb alpha DNA binding, primary screen, biochemical, FITC-DNA, fluorescence polarization, uHTS. Rev-erbα–FITC-DNA binding, 90 min. hit rate 0.79% among 370,000. AID 1259318, 2017. activity, % at 10 µM;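 active = activity above about 14%, limit read from the data; passing the limit was not always enough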;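 also: 0% = DMSO wells with 35 nM protein and 100% = DMSO wells with 750 nM protein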
* hit, by the source's call; / = not tested or not shown.

SMILES	PG9 binder	DAX1 inh-1	SMARCA2 activ	GAA850 FXN act	PLCb3 inh	hcDAF12 agonist	hgDAF12 agonist	DAX1 inh-2	sPLA2-III inh	ssDAF-12 act	Rev-erbA mod
COc1ccc(C2CC(=O)Oc3ccc(OC)cc32)cc1 (configuration not stated)	0.6	0.7	-3	-0.6	-3	-1.3	0.4	-1.3	0	-1.7	0
CCOC(=O)CN1C(=O)[C@]2(OCCC=C[C@H]2C)c2cc(OC)ccc21	0.0	/	-4	/	0	0.1	-1.6	-0.4	2	-0.5	-6
O=C(CSc1nnnn1C1CC1)Nc1cc(S(=O)(=O)N2CCCC2)ccc1Cl	-0.4	-0.1	-3	0.3	-1	-0.5	-4.4	-0.5	3	-1.0	14
O=C(CN1C(=O)/C(=C/c2ccccc2F)Sc2ccccc21)NCCCN1CCOCC1	-1.1	0.1	-2	1.4	-22	0.2	-1.7	-0.2	-8	-0.2	-4
O=C(O)c1ccc(COc2ccccc2[N+](=O)[O-])o1	-0.7	-0.6	0	2.4	1	0.5	1.2	0.0	-4	-0.8	5
COc1ccc(C(=O)OCCOc2ccccc2C(C)=O)c(O)c1	-1.2	-1.5	0	2.5	-2	0.5	-1.6	-0.8	-6	-1.3	3
CCOC(=O)c1sc2nc(C)nc(SC(C)C(=O)NC3CC3)c2c1C (configuration not stated)	1.2	0.1	-4	0.7	-3	-0.4	0.9	-0.1	14	-1.0	1
CC(=O)c1ccc(NC(=O)C2CC(=O)N(C(C)C)C2)cc1 (configuration not stated)	1.0	-0.1	-2	-0.8	-9	-0.2	3.5	-0.7	0	-1.6	-2
CCOC(=O)C1(CCCc2ccccc2)CCN(C(=O)C(C)n2cncn2)CC1 (configuration not stated)	-3.7	0.3	-1	1.6	-48	-3.9	0.8	-0.2	-3	-1.7	3
CCN(CC(=O)N1CCOCC1)S(=O)(=O)c1ccc(Cl)cc1	-1.4	1.0	3	-1.1	0	1.0	-2.2	0.8	5	-1.0	3
Cc1[nH]c2ccccc2c1C(=O)CSc1cccc[n+]1[O-]	-1.3	1.3	5	3.3	-6	1.2	-0.7	-0.3	-2	-0.2	4
CC1(C)CC(=O)C(=CN2CCN(C(=O)c3ccco3)CC2)C(=O)C1	0.0	0.7	-2	-1.0	1	0.0	0.8	0.2	8	-1.4	-5
O=C(O)CCC(=O)N1CCOc2ccc(Cl)cc21	0.6	0.2	-3	-1.1	2	-0.3	-0.1	-0.3	-5	-1.6	-1
CCOC(=O)c1nnn(-c2nonc2-n2cccc2)c1CN1CCCCC1	-1.8	-0.6	2	1.8	-1	0.7	-1.3	0.1	-5	-1.0	1
CCn1c(=O)cc(SCC(=O)NCC2CCCO2)c2ccccc21 (configuration not stated)	-2.1	-0.8	-2	1.7	1	-1.3	-0.1	-0.2	11	-0.8	-3
Clc1cccc(CNCCNCc2cccc(Cl)c2)c1	-2.6	0.2	-1	2.6	-2	-1.1	-1.6	0.1	8	-1.1	-7
COc1ccc(C(CC(=O)NCCN2CCOCC2)NS(=O)(=O)c2ccc(C)cc2)cc1 (configuration not stated)	-2.9	1.6	-4	5.7	2	0.1	-0.4	0.3	1	-1.1	0
Cc1ccc(C(C)C)c(OCC(=O)NS(=O)(=O)c2ccc(Cl)cc2)c1	-3.3	0.7	4	0.3	-11	3.2	1.4	0.6	-27	-0.3	-6
CC(CNC(=O)CCc1ccccc1)NC(=O)CCc1ccccc1 (configuration not stated)	0.4	/	-6	1.1	-4	-0.2	0.5	0.1	5	-0.2	4
C[C@H](CO)N1C[C@H](C)[C@@H](CN(C)C(=O)NC2CCCCC2)Oc2c(NS(=O)(=O)c3cn(C)cn3)cccc2C1=O	0.7	1.8	2	-0.6	3	-0.5	-1.6	0.5	8	-1.5	-3
O=C(O)CCc1ccc(-c2ccc(Cl)cc2)n1CCC(=O)O	-2.0	-0.3	4	1.4	-51	-3.3	1.6	0.4	-26	-1.8	-2
Cc1cc(Cl)cc(C)c1OCC(=O)O	1.7	-1.1	-1	2.0	-4	1.7	-0.3	-0.6	-1	-1.1	3
O=C(CCCc1nc(-c2ccccc2)no1)NCc1cccnc1	-1.9	-0.8	-1	-0.8	-3	-3.2	-3.2	-1.8	3	-2.2	-1
COc1ccc(-c2coc3c(CN4CCOCC4)c(O)ccc3c2=O)cc1	0.0	0.1	1	1.1	-442	-1.5	-2.0	-0.3	-5	-1.6	1
COC(=O)[C@]12CCCCC=C1N(Cc1ccco1)C(=O)[C@H](CC(=O)NCCc1ccccc1OC)C2	-0.7	/	-4	/	-7	-0.5	-2.6	-1.1	-5	-1.0	2
Cc1cc(C)n(CC(O)CN2C(=O)NC(C)(C)C2=O)n1 (configuration not stated)	0.1	-1.2	-2	1.4	-1	-1.6	-1.5	0.4	7	-0.8	0
Cc1cc(C)c2[nH]c(C(=O)Nc3ccc(F)cc3Br)cc2c1	2.2	0.2	1	2.1	-54	4.7	3.7	0.2	6	0.0	5
Cc1ccc(NC(=O)c2cc(-c3ccc(C)o3)nc3ccccc23)nc1	-2.7	-0.8	1	3.0	-9	-0.6	0.8	-0.7	0	-0.5	-3
Cc1ccc(S(=O)(=O)NC(C(=O)N2CCOCCOCCOCCOCC2)c2ccccc2)cc1 (configuration not stated)	-2.7	-0.3	-4	0.6	-1	-2.5	-4.6	-0.2	5	-1.4	9
Cc1ccc(CNC(=O)/C=C/c2ccc(S(=O)(=O)NCc3ccco3)cc2)cc1	0.8	-1.1	-2	-0.2	-1	-3.8	0.9	-0.7	-28	-1.3	0

Looked up above.
In ssDAF-12 act, COC(=O)[C@]12CCCCC=C1N(Cc1ccco1)C(=O)[C@H](CC(=O)NCCc1ccccc1OC)C2 is entered as -1.0
In PG9 binder, O=C(O)CCc1ccc(-c2ccc(Cl)cc2)n1CCC(=O)O is entered as -2.0

More results:
SMILES	PG9 binder	DAX1 inh-1	SMARCA2 activ	GAA850 FXN act	PLCb3 inh	hcDAF12 agonist	hgDAF12 agonist	DAX1 inh-2	sPLA2-III inh	ssDAF-12 act	Rev-erbA mod
CC(C)C1C(=O)N(Cc2cn(CCC3OCCO3)nn2)CCS(=O)(=O)N1Cc1ccc(-c2ccncc2)cc1 (configuration not stated)	-0.5	-0.6	4	0.4	2	0.3	1.1	2.0	-4	-0.4	-4
COc1cc(NC(=O)c2cc([N+](=O)[O-])ccc2N2CCOCC2)ccc1NC(=O)c1ccco1	-1.4	0.6	0	-5.2	-4	-1.5	-1.7	0.8	5	-1.1	1
COC(=O)Cc1c(O)ccn(Cc2ccccc2OC)c1=O	0.7	0.2	0	-1.5	1	-2.4	0.7	0.1	-5	-1.4	-2
O=C(Nn1c(-c2ccc(Br)cc2)nc2ccccc2c1=O)c1cccnc1	-2.4	-0.5	3	0.0	3	3.3	2.7	0.2	-4	0.2	-2
C(=NOCCc1ccccc1)c1cccnc1	0.1	2.2	1	6.7	-2	2.5	8.9	1.0	20*	-0.7	0
CC(C)C[C@@H]1COc2cc(N3CCC[C@@H]3CO)ccc2S(=O)(=O)N1	0.3	/	3	/	3	1.2	1.2	3.0	5	-1.3	-5
O=C1CCc2cc(S(=O)(=O)NCCC(=O)NC3CCN(Cc4ccccc4)CC3)ccc2N1	-0.6	-0.6	2	-0.4	-1	-1.4	-3.4	-0.1	-6	-0.5	7
Nc1nc2ccccc2n1CCOc1ccc(Cl)cc1	-0.5	0.1	-3	2.3	-3	0.5	-2.6	-0.3	2	-1.1	-2
CC1=C(C(=O)OC(C)C)C(c2ccco2)NC(=O)N1 (configuration not stated)	-1.0	1.6	1	-0.1	-2	0.6	1.5	1.0	7	-0.7	-5
CCCCCn1c(N2CCN(Cc3ccccc3)CC2)nc2c1c(=O)[nH]c(=O)n2C	-0.8	-1.2	-3	0.7	-3	-2.2	-3.8	0.2	5	-0.5	4
Clc1ccc(CN2C3=NCCN3c3ccccc32)cc1Cl	2.1	0.7	-2	-3.7	-1	-1.0	-0.8	-0.6	-1	-1.2	-2
Cn1c(=O)c2cc(S(=O)(=O)NCCC(=O)N3CC=C(c4ccccc4)CC3)ccc2n(C)c1=O	0.5	-0.7	0	-3.2	3	-2.1	-3.8	-1.0	-3	-2.3	-3
CCN(CC)Cc1oc(CO)cc(=O)c1O	0.2	0.7	2	-0.4	-2	0.6	2.7	0.0	3	-1.3	-6
Cc1cccnc1NC(=O)c1ccc(S(=O)(=O)N2CCCC2)cc1	0.1	0.1	-5	-1.4	-6	1.1	-0.4	-1.3	7	-0.8	-5
COc1ccc2[nH]cc(CCNC(=O)Cc3ccc(Br)cc3)c2c1	-2.2	-1.4	2	0.7	-9	-1.0	-2.7	0.0	-32	-1.6	-4
O=C(NC(=S)Nc1nc2c(s1)CCCC2)c1ccc(C(=O)c2ccccc2)cc1	-0.6	-0.7	-1	1.9	4	2.3	0.5	0.1	4	-1.3	-2
CN1CCN(CCC(=O)Nc2ccc(F)c(F)c2)CC1	-0.5	2.1	2	1.6	1	-1.0	1.0	0.4	2	-0.9	6
Cc1ccc(S(=O)(=O)n2[nH]c(=O)c(CCO)c2C)cc1	-1.5	/	-5	2.6	1	-1.5	-0.7	-0.1	7	-1.2	-6
CCc1ccc(C(=O)N2CCN(c3ccc(NC(=O)c4cccnc4)cc3)CC2)cc1	-3.4	0.2	3	1.8	1	-1.2	-3.1	-3.0	1	-1.2	-1
O=C(CNC1CCN(Cc2ccccc2)CC1)Nc1ccc(S(=O)(=O)N2CCCCC2)cc1	0.3	0.1	6	-0.4	-4	-2.0	-0.6	0.7	-7	-1.7	-4
Cc1nc(SCC(=O)Nc2c(C)n(C)n(-c3ccccc3)c2=O)nc(C)c1C	0.1	1.7	0	-0.1	3	-0.5	-2.3	-0.1	-1	-1.4	2
COc1cccc(-c2nnc3sc(C4CCCCC4)nn23)c1	-1.9	-2.8	2	-2.7	1	-2.5	4.3	-0.4	-2	-1.7	-6
O=C(Nc1ccc(F)cc1)Nc1nnc(Cc2ccccc2)s1	2.0	0.3	-2	0.1	-1	-0.3	-3.3	0.5	-3	-0.3	-3
COc1ccc(-c2cc(=O)oc3cc(OC(C)C(=O)NC(Cc4c[nH]c5ccc(O)cc45)C(=O)O)ccc23)cc1 (configuration not stated)	1.1	-1.2	0	-0.9	-25	2.1	-1.9	0.9	-34	-0.9	1
